Screening data: PubChem, several laboratories
TRAIL sens C8: viability loss with TRAIL in NB7+C8 cells, primary screen, TRAIL sensitizer project, cell-based, ATPlite luminescence | inhibition (viability loss, TRAIL sensitization), % at 10 µM | 1% of 360,000 active;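 active means compounds causing at least 50% loss of cell viability in the single-dose screen, relative to plate controls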
EBV LMP1 NFkB: EBV LMP1-driven NF-kappaB luciferase reporter inhibitors, primary screen, cell-based, luminescence, single point; AID 504558, 2011; LMP1-induced NF-kappaB luciferase reporter cells; inhibition, % at 12.5 µM; 0.69% of 350,000 active; in the data active means inhibition above about 41%;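 further: 0% = neutral control wells and 100% = reference inhibitor control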
CF NFkB block: inhibitors of PAF-induced NF-kB signaling, primary screen, cell-based, GFP fluorescence, uHTS; KKLEB NF-kB-GFP reporter, GFP fluorescence overnight; inhibition, % at 5 µM; 0.86% of 360,000 active;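 active means at least 50% inhibition at 5 µM, scaled per plate between neutral and stimulator controls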;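 further: PAF is a Pseudomonas aeruginosa culture filtrate used as stimulus; plate controls were PAF-stimulated DMSO wells for no effect and unstimulated DMSO wells for full effect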
KKLEB tox: cytotoxicity in KKLEB CF airway cells, primary screen, cytotoxicity control for CF NF-kB inhibitor project, cell-based, uHTS, fluorescence assay plates; KKLEB CF airway cells viability, ATPlite luminescence, overnight; stronger effect = lower value; cells stimulated with P. aeruginosa culture filtrate; activity change (cytotoxicity), % at 5 µM; 0.36% of 360,000 active;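 active means corrected activity change at or below -50% at 5 µM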
NR2E3 ag-1: inhibitors of NR2E3-RetCOR corepressor binding, primary screen, NR2E3 agonist project, biochemical, TR-FRET, GST-NR2E3, biotin-RetCOR; Photoreceptor-specific nuclear receptor (Homo sapiens), Q9Y5X4; 1536-well; inhibition of corepressor binding, % at 4.78 µM; 0.12% of 320,000 active; AID 2300, 2010;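 active means percent inhibition above the cutoff of mean plus 3 SD of all tested compounds, set per screening campaign, cut at about 20% in these data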;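 further: 0% = DMSO wells and 100% = biotin wells as full block of FRET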
Target sequence (Q9Y5X4 whole entry, looked up): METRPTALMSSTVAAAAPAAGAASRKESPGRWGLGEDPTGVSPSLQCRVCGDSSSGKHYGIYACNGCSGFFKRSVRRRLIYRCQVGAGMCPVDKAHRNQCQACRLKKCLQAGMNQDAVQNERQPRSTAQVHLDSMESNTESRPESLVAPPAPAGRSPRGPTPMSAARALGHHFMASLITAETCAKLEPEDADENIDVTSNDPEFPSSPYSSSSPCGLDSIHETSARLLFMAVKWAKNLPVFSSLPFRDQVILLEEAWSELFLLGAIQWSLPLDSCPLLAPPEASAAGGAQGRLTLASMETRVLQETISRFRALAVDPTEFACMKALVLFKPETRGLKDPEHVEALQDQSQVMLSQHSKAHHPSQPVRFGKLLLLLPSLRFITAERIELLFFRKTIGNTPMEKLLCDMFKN
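Assay system: NR2E3–RetCOR corepressor complex. Quantity: 1.35 nM GST-NR2E3. Buffer or medium: pH 7.5 Tris-based buffer. Reagent: biotinylated RetCOR corepressor at 7 nM final. Schedule: 5 h at 4 °C. Detection: TR-FRET, emission read at 617 and 671 nm. Replicates: one well per compound, singlicate testing.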
Shn3 3UTR inh: reduction of Shn3 3'UTR firefly luciferase signal, primary screen, Schnurri-3 inhibitor project, cell-based, Clone20 osteoblasts, set 2. Clone20 osteoblast Shn3 3'UTR firefly luciferase, 24 h. inhibition, % at 12.5 µM. 0.52% of 360,000 active;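 active means mean inhibition of at least 75% with every replicate also reaching 75%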;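 further: 0% = median of neutral control wells and 100% = pilot-screen positive control compound; some compounds past the cut are filed as inactive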
Peg3 promoter: Peg3 promoter-driven luciferase inhibitors, primary screen, cell-based, HeLa, luciferase luminescence; HeLa PEG-Prom luciferase reporter, overnight; inhibition, % at 20 µM; 1.7% of 360,000 active; AID 588405, 2011;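 active means inhibition of at least 50% at 20 µM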
MITF TRPM1 inh: inhibitors of MITF-dependent TRPM1 promoter reporter, primary screen, cell-based, SK-MEL-5, single point, luciferase | SK-MEL-5 TRPM1 promoter luciferase, 24 h | inhibition, % at 12.5 µM | 0.83% of 330,000 active;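 active means mean inhibition across replicates of 60% or more, whatever share of single replicates reaches that level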; further: values of inactives mirror those of a sister screen read the other way
NR2E3 ag-2: NR2E3 agonists in two-hybrid cells, primary screen, cell-based, luminescence, CHO-S, Gal4-NCOR/VP16-NR2E3. inhibition of corepressor binding, % at 3.98 µM. 0.35% of 360,000 active. luciferase. Photoreceptor-specific nuclear receptor (Homo sapiens), Q9Y5X4. AID 602229, 2012;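 active means inhibition above the mean of all tested compounds plus 3 SD, cut at about 70% in these data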;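 further: 0% = DMSO with NR2E3 transfected cells and 100% = cells lacking NR2E3 construct; higher means lower luciferase signal from less NR2E3 corepressor binding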
iPSC survival up: enhancers of single-cell hiPSC survival, primary screen, ATPlite luminescence. 100% = ROCK inhibitor wells, 0% = DMSO. survival enhancement, % at 20 µM. 0.044% of 360,000 active. AID 602274, 2012; in the data active means survival enhancement above about 18%;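 further: cells exposed to compounds for 16 hours before the ATP read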
HIF-2a block: HIF-2a reporter inhibitors, primary screen, luminescence, 786-0 RCC cells. 786-0 RCC cells HIF-2a reporter, luciferase luminescence, overnight. inhibition, % at 18.8 µM. 0.72% of 360,000 active. AID 624352, 2012;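 active means inhibition of the luminescence signal of 40% or more relative to plate controls, in a single-dose primary screen at 18.75 µM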
An asterisk follows results filed as active; nt = not tested or not shown. Not all compounds are listed; count on the stated rates, not on these rows.

SMILES | TRAIL sens C8 | EBV LMP1 NFkB | CF NFkB block | KKLEB tox | NR2E3 ag-1 | Shn3 3UTR inh | Peg3 promoter | MITF TRPM1 inh | NR2E3 ag-2 | iPSC survival up | HIF-2a block
Cc1cc(C)c2c(=O)c(C#N)coc2c1 | -16.8 | 3.3 | -5.9 | 1.5 | 4.0 | 11.8 | -1.5 | 0.4 | -10.2 | -0.3 | -2.5
CCC1=NN(C(=O)C(=O)Nc2ccc(Br)cc2)C(O)(C(F)(F)F)C1 (stereo not given) | 4.3 | -1.8 | 8.7 | 9.3 | 1.7 | -2.8 | -18.1 | -8.9 | -7.2 | 0.4 | -10.1
CN(C(=O)COC(=O)C12CC3CC(CC(Cl)(C3)C1)C2)c1ccccc1 | 1.3 | -2.3 | 3.0 | 4.9 | nt | 7.7 | 2.3 | 3.7 | 7.6 | 4.1 | 15.7
NC(=S)NN=Cc1nccc2c(C(F)(F)F)cccc12 | 14.1 | 62.1* | 69.9* | -38.4 | nt | 81.3 | 19.0 | nt | 64.7 | -3.3 | -144.8
CCOc1ccc2[nH]c(C(=O)N/N=C/c3ccccc3OC)cc2c1 | 19.7 | -24.3 | 24.0 | -8.0 | 0.9 | -17.3 | 10.6 | 2.8 | -50.8 | -0.1 | -22.1
CCN(C[C@H]1N[C@@](C)(C(=O)OC)[C@H]2C(=O)N(C)C(=O)[C@@H]12)S(=O)(=O)c1ccc(OC)cc1 | 1.7 | -8.9 | -14.0 | 7.9 | nt | 5.9 | -11.3 | -3.5 | 3.5 | 0.9 | -2.7
COC(=O)C1=C(NC(C)=O)CCS1 | -2.2 | 27.7 | 14.2 | -1.7 | 4.0 | -6.7 | -3.3 | 2.0 | -4.8 | 1.6 | 10.5
Cc1nn(-c2ccc(N3CCCCC3)nn2)c(C)c1CCC(=O)Nc1ccccc1F | 29.2 | -10.9 | -6.6 | 3.2 | -5.4 | -46.4 | -148.9 | -53.6 | -19.1 | -0.3 | -167.8
CN(C(=O)CCc1nnc(CCCCc2ccccc2)o1)C1CCOCC1 | 0.0 | -0.9 | -17.8 | 2.9 | 1.0 | -7.4 | -3.3 | 6.2 | -1.8 | -1.3 | -19.4
Cc1nn(C)c(C)c1CN(C)C(=O)C1CCC(=O)N(C2CCCCCC2)C1 (stereo not given) | -7.1 | -0.7 | 1.8 | 8.8 | 5.1 | -10.4 | -5.3 | -0.7 | 2.8 | -0.1 | -0.9
CCOC(=O)c1c(C)[nH]c(C(=O)CSc2nnc(-c3ccncc3)n2CC)c1C | 27.6 | 1.1 | 19.2 | -0.3 | 3.0 | 3.1 | 21.1 | -6.3 | 13.9 | -1.0 | 21.7
CCN(CC(=O)Nc1ccc(NC(C)=O)cc1)C(=O)CSc1ncnc2sc(C)c(C)c12 | -7.8 | 3.9 | -2.9 | 7.2 | 1.1 | 10.2 | -1.4 | 7.6 | 7.2 | 0.0 | -7.1
CCn1c(=O)c(=O)[nH]c2cc(C(=O)NC(C)c3ccc(S(N)(=O)=O)cc3)ccc21 (stereo not given) | -2.8 | -4.3 | -2.2 | -7.0 | -2.6 | -2.0 | -5.7 | -3.8 | -43.1 | -0.4 | 3.8
COc1cc(NS(=O)(=O)c2ccc(N/C=C\C(=O)c3ccc(OC)c(OC)c3)cc2)nc(OC)n1 | -14.8 | -4.3 | 20.7 | -15.3 | -1.7 | 8.1 | 10.2 | 3.0 | -16.1 | -1.0 | 16.8
Cc1cc(O)c(C=Nc2ccc(Cl)cn2)c(=O)o1 | 0.3 | 4.4 | 0.1 | 2.1 | -0.1 | 14.2 | 0.1 | 8.8 | -6.1 | 3.5 | 15.0
CN(CC(=O)Nc1ccccc1C(=O)NC1CC1)Cc1ccco1 | -17.4 | 3.8 | -8.3 | 10.8 | 2.0 | 8.6 | 16.3 | -0.1 | -18.5 | -2.2 | 6.3
CCOc1ccc(-c2nc(-c3ccc(OC)cc3)no2)cc1OCC | 17.1 | 2.7 | 5.0 | -0.5 | -1.2 | 1.8 | -28.4 | -7.5 | -16.9 | 3.5 | -15.1
CCC(=O)N1c2ccc(S(=O)(=O)CCC(=O)NCc3cccs3)cc2CC1C (stereo not given) | 22.8 | -2.7 | 6.3 | -20.3 | 2.0 | 15.0 | 18.3 | 9.4 | -13.5 | 1.8 | 9.3
CCCNC(=O)Nc1nnc(C2CC2)s1 | -0.5 | -4.8 | -31.4 | 13.7 | -2.3 | -21.3 | 3.2 | -0.8 | -8.2 | 0.5 | -14.8
CCO[C@@H]1OC(C(=O)Nc2ccccc2)=C[C@H](c2ccc(C(F)(F)F)cc2)[C@H]1CCCO | 1.2 | -6.6 | -6.7 | 13.0 | 1.6 | -12.9 | 7.4 | -0.6 | -29.0 | -1.9 | 11.5
Cc1ccc(NC(=O)CN2C(=O)NC(C)(c3ccc(Cl)cc3)C2=O)c(Br)c1 (stereo not given) | -3.4 | -12.5 | 2.0 | 9.3 | 6.1 | -12.5 | 2.7 | -1.5 | 29.4 | 0.5 | 4.0
CN(C)C(=O)CCc1nc(-c2ccc(C(C)(C)C)cc2)no1 | 31.7 | -9.8 | -5.6 | -8.6 | 0.6 | -24.3 | -181.4 | -19.6 | 69.7 | -2.4 | -114.8
COc1ccccc1OCC(=O)NC1CC(C)(C)NC(C)(C)C1 | -16.0 | 2.5 | 0.6 | 4.7 | 6.7 | -1.7 | 5.0 | 3.8 | 16.2 | 0.5 | 14.3
Cc1ccc(C(=O)CN(C(=O)c2ccc(Cl)c(Cl)c2)N2C(=O)C3CCCCC3C2=O)cc1C (stereo not given) | -37.1 | 3.0 | -12.3 | 14.3 | 4.8 | 3.0 | 0.6 | -6.4 | -11.2 | 0.2 | 14.8
CC(C)(C)c1ccc(C(=O)Nc2ccc(NC(=O)C(=O)O)cc2)o1 | 16.4 | 3.6 | 6.1 | 2.9 | -1.4 | 2.5 | -2.0 | 8.7 | -20.3 | 0.7 | 21.3
O=C(NNc1nc(-c2ccccc2)c2cc(Br)ccc2n1)c1ccc(S(=O)(=O)N2CCCCC2)cc1 | 1.0 | 4.0 | 4.1 | -6.2 | -1.1 | 7.0 | 19.5 | 11.1 | 8.0 | 0.8 | 18.4
CC(CN1CCCCC1)OC(=O)c1cc2ccccc2o1 (stereo not given) | -0.2 | -1.5 | 1.1 | -13.2 | 0.9 | 3.5 | -3.6 | 0.8 | -5.0 | -3.2 | 14.4
Cc1ccc(CNC(=O)C2CCN(S(=O)(=O)c3ccc4c(c3)CC(C)N4C(=O)C3CCC3)CC2)o1 (stereo not given) | 0.3 | 4.8 | -16.9 | -22.2 | -1.5 | 20.1 | 31.2 | 18.1 | -0.3 | -0.1 | 14.3
CC(=O)N1CCN(c2ccc(NC(=O)c3ccccc3Br)cc2Cl)CC1 | -12.8 | 3.1 | 5.5 | 1.6 | 3.8 | 14.0 | -22.6 | -3.4 | -2.7 | 0.2 | -21.9
CC(C)(C)NC(=O)Cc1ccc(S(=O)(=O)N2CCCC2)s1 | -8.9 | -2.7 | -4.0 | 9.3 | 2.4 | 6.6 | 3.8 | -5.8 | 14.6 | -1.3 | 4.1
CC1(c2ccccc2)NC(=O)N(CC(=O)Nc2ccc3c(c2)OCO3)C1=O (stereo not given) | -1.3 | -5.2 | -12.4 | 8.2 | 1.1 | -10.9 | -9.0 | -0.7 | -8.8 | 0.9 | 7.2
CC(=O)Nc1cccc(-c2nc3ccccc3s2)c1C | 12.8 | 6.2 | -11.0 | -3.6 | 7.5 | -0.9 | -39.0 | -5.7 | -45.4 | -1.8 | 35.9
O=S(=O)(NCC1CCN(Cc2ccccc2)CC1)c1ccccc1C(F)(F)F | 9.3 | -17.0 | -9.8 | -4.5 | 0.6 | 15.9 | -8.4 | 5.7 | -25.0 | -0.8 | 6.0
Cc1ccc(N2C(=O)N(CC(=O)Nc3ccc([N+](=O)[O-])cc3)C(=O)C2C)cc1 (stereo not given) | 3.0 | -0.8 | 13.8 | 0.6 | -1.5 | -5.7 | -29.3 | -4.0 | -10.9 | -0.3 | -52.4
O=C(c1ccccn1)N1CCN(S(=O)(=O)c2ccccc2)CC1 | 14.4 | -0.7 | -3.9 | -2.1 | -4.3 | 12.2 | 31.4 | 1.5 | 18.8 | -0.2 | 17.1
COc1cc(C(C)=O)ccc1Oc1ncnc2c1cnn2-c1ccc(F)cc1 | 18.0 | -9.0 | -8.4 | -16.4 | -1.5 | 5.7 | -70.0 | 2.5 | -48.2 | -0.2 | -82.2
CC(C)(C)OC(=O)C[C@H]1C/C=C\C[C@H](CC(=O)N(CCO)Cc2ccccc2)C(=O)N[C@H](C(C)(C)C)COC1=O | -10.3 | -10.5 | -11.3 | 4.6 | nt | -1.7 | 3.7 | 6.9 | -9.6 | 3.0 | 6.8
CC1(C)C2CCC(C2)C1(C)NC(=O)CN1CCN(Cc2ccccc2)CC1 (stereo not given) | 4.8 | -6.1 | 9.3 | -9.3 | -1.4 | 8.6 | 3.6 | 12.2 | -10.1 | -1.2 | 14.8
CCN(CC)C(=O)CS(=O)(=O)CC(=O)Nc1cc(OCCOC)c(Cl)cc1Cl | 4.1 | 3.0 | 6.0 | 4.4 | 4.5 | -4.9 | 4.3 | 16.5 | -4.7 | 2.3 | 9.1
O=C(CN1C(=O)C2CC=CCC2C1=O)Nc1cc(C(F)(F)F)ccc1N1CCCC1 (stereo not given) | -20.8 | 2.6 | -31.4 | 13.1 | 1.9 | 11.5 | 4.2 | 4.6 | -1.5 | 0.6 | 4.1

Quoted at random: 3 entries already listed
SMILES | TRAIL sens C8 | EBV LMP1 NFkB | CF NFkB block | KKLEB tox | NR2E3 ag-1 | Shn3 3UTR inh | Peg3 promoter | MITF TRPM1 inh | NR2E3 ag-2 | iPSC survival up | HIF-2a block
CC(C)(C)OC(=O)C[C@H]1C/C=C\C[C@H](CC(=O)N(CCO)Cc2ccccc2)C(=O)N[C@H](C(C)(C)C)COC1=O | -10.3 | -10.5 | -11.3 | 4.6 | nt | -1.7 | 3.7 | 6.9 | -9.6 | 3.0 | 6.8
O=C(CN1C(=O)C2CC=CCC2C1=O)Nc1cc(C(F)(F)F)ccc1N1CCCC1 (stereo not given) | -20.8 | 2.6 | -31.4 | 13.1 | 1.9 | 11.5 | 4.2 | 4.6 | -1.5 | 0.6 | 4.1
O=C(c1ccccn1)N1CCN(S(=O)(=O)c2ccccc2)CC1 | 14.4 | -0.7 | -3.9 | -2.1 | -4.3 | 12.2 | 31.4 | 1.5 | 18.8 | -0.2 | 17.1
